Assay outcomes: PubChem, National Center for Advancing Translational Sciences (NCATS)
DT40 TDP1 no CPT: qHTS for Inhibitors of human tyrosyl-DNA phosphodiesterase 1 (TDP1): qHTS in cells in absence of CPT. 420,000 tested, 15% active. DT40 Tdp1-/- hTDP1 cells, no CPT, ATP luminescence, 48 h. Potency, µM (doses to about 46.2 µM), without a hit: at the highest dose activity change, negative = growth inhibition, most hits filed as inhibitors; note: nearly all actives have a fitted effect of over 55% in size
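Luminescent ATP content (CellTiter-Glo) served as the growth readout. Knockout chicken DT40 cells expressing human TDP1 were exposed to compounds without camptothecin for a minimum 48 hr at 37 °C.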
TDP1 block: qHTS Assay for Inhibitors of Tyrosyl-DNA Phosphodiesterase (TDP1) | AID 485290, 2010 | Tyrosyl-DNA phosphodiesterase 1 (Homo sapiens), Q9NUW8 | 350,000 tested, 0.28% active | Potency, µM (series often up to 130 µM), for inactives: at the top dose activity change, negative = inhibition, most hits filed as inhibitors | recombinant TDP1, AlphaScreen DNA substrate cleavage; note: nearly all actives have a fitted effect of over 40% in size
Target sequence (Q9NUW8 whole entry, looked up): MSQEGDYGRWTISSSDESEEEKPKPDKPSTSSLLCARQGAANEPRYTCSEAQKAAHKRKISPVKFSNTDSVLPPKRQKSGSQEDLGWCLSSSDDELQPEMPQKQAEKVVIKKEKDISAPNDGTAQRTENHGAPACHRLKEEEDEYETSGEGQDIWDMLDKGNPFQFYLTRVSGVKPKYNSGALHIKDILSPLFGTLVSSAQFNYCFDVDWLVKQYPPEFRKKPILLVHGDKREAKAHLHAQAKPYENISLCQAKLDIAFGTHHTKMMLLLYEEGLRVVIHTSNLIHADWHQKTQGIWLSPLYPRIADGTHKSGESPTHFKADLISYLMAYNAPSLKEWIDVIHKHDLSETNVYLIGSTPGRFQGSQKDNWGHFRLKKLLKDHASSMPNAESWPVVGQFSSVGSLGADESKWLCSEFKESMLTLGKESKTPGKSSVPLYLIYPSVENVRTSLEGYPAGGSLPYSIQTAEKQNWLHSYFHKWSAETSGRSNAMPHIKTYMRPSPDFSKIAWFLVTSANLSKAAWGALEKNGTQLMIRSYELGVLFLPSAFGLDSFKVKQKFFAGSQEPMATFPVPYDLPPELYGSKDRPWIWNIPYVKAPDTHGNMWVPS
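Tdp1 1 nM final; 15 min RT w/ cpd; substrate 15 nM, 5 min; beads 10 ug/ml, 10 min; AlphaScreen read. Neg ctrl: no enzyme.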
KAT2A inh: qHTS Assay for Inhibitors of GCN5L2; Histone acetyltransferase KAT2A (Homo sapiens), Q92830; GCN5L2 HAT assay, ThioGlo1 CoA-SH fluorescence; Potency, µM (doses to about 58.9 µM), for inactives: at the top dose activity change, negative = inhibition, actives largely listed as inhibitors; 390,000 tested, 0.21% active; AID 504327, 2011
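ThioGlo1-coupled HAT assay: 20nM GCN5L2, 70uM acetyl-CoA, 75uM H3(1-25) peptide, pH 7.5. Fluorescence read at 340/540nm at start and after 20 min at room temperature.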
Starred values were filed as active, the others as inactive; ? = inconclusive; nt = no result given; [ ] = dose if it differs, or a comment. Calls come from the whole dose curve; as a rule, active = well fitted curve in the direction sought with a large enough effect; inconclusive = small, poorly fitted or top-dose-only effect, or another doubt; inactive = no such curve, though single readings can be large; an effect the other way counts as inactive or inconclusive. % is set by controls: 0 for no effect and ±100 for the full control effect; potency is the fitted concentration of half-maximal effect. Only part of the results is shown (hit frequency here may not be typical).

SMILES	DT40 TDP1 no CPT	TDP1 block	KAT2A inh
CCCNC(=O)Cn1c(=O)cnc2ccccc21	-21.6%	-2.7%	-8.1%
COc1ccc(-c2nnn(Cc3nc(N)nc(N4CCCCC4)n3)n2)cc1	?	8.0%	-12.8%
CC1(C)CC(=O)C(CC(=O)NC2CCCc3ccccc32)C(=O)C1 (stereo unspecified)	-10.7%	0.0%	-5.3%
CC(C)c1ccc(/C=C(\NC(=O)c2ccccc2)C(=O)NCCN2CCOCC2)cc1	nt	1.7%	-8.3%
O=C(c1ccco1)N1CCc2ccccc21	-26.7%	?	-3.3%
CCn1cc(CCC(=O)NCCN2CCOCC2)c2ccccc21	8.1%	nt	-5.8%
Cc1c(Cl)cccc1NC(=S)NC1CCCC1	-17.4%	nt	-8.9%
CN(C(=O)n1cnc2ccccc21)c1ccccc1	-5.6%	2.8%	-2.7%
COc1ccc(CC(=O)Nc2c3c(nn2-c2cccc(C)c2C)CS(=O)(=O)C3)cc1	-7.6%	-1.0%	-25.2%
CSCCC(NC(=O)c1ccc([N+](=O)[O-])cc1Cl)C(=O)OCC(=O)NC1CCCC(C)C1C (stereo unspecified)	-18.1%	5.5%	-7.9%
Cc1ccc(S(=O)(=O)c2nc(S(=O)(=O)CCO)sc2N2CCOCC2)cc1	14.5%	1.2%	-4.4%
O=C(CCNC(=O)c1ccco1)Nc1ccccc1N1CCOCC1	-24.4%	0.0%	-8.3%
O=C(COC(=O)c1ccc([N+](=O)[O-])o1)Nc1ccc(Br)cc1F	-25.3%	1.5%	-6.3%
COc1c(Cl)cc(C(=O)Nc2cccc(-c3nc4ccccc4[nH]3)c2)cc1Cl	23.1µM*	-2.2%[12.3 µM]	1.1%
COC(=O)C(CCSC)NC(=O)CNS(=O)(=O)c1ccc(Cl)cc1 (stereo unspecified)	-22.8%	-1.0%	-9.8%
COc1cc(C(=O)NCc2ccc3c(c2)CCN3C(=O)c2ccc(Cl)cc2)cc(OC)c1OC	14.6µM*	3.4%	-5.9%
O=C(O)COc1cccc2nsnc12	-12.3%	-10.1%	-1.0%
CCOC(=O)c1csc(Nc2nc3ccc(F)cc3s2)n1	9.2µM*	9.8%	-0.2%
Cc1ccnc(NC(=O)CNC(=O)c2cccs2)c1	0.3%	5.3%	0.5%
O=C(CN1C(=O)NC2(CCCc3ccccc32)C1=O)Nc1ccccc1OC(F)F (stereo unspecified)	13.4%	-0.3%	-8.0%
CC(=O)c1c(C)[nH]c(C2=NNC(=NC(C)(C)C)SC2)c1C	-13.2%	8.0%	-13.3%
COc1ccc(CCN2C(=O)CC(C(N)=O)SC2=Nc2ccccc2)cc1OC (stereo unspecified)	?	-7.7%	-1.4%
CCOc1ccccc1C(=O)NCC(=O)OCCOc1cccc(Cl)c1	9.4%	-2.2%[56.1 µM]	?
CCOC(=O)c1[nH]c2ccccc2c1NC(=O)C(CC)CC	-18.8%	-1.2%	-4.7%
COCCCN(C(=O)c1ccc(N2CCCC2=O)cc1)c1c(N)n(Cc2ccccc2)c(=O)[nH]c1=O	-4.6%	nt	-4.6%
Cc1cc(C)c(O)c(-c2cc(C(=O)Nc3ccc(S(=O)(=O)N4CCOCC4)cc3)[nH]n2)c1	16.4µM*	6.8%	-7.8%
CC(C)N(Cc1nc(-c2ccc(Cl)cc2)no1)Cc1nccn1C	16.4µM*	-8.2%	-9.2%
O=C(Cn1nnc(-c2ccc(S(=O)(=O)N3CCCC3)cc2)n1)NCC1CCCO1 (stereo unspecified)	-0.4%	2.2%	-3.1%[0.501 µM]
CN(C)CCCNC(=O)C1(O)c2cc(Br)ccc2NC(=O)N1c1c(F)cccc1F (stereo unspecified)	-1.0%	nt	6.4%
C=CCNC(=S)/N=c1/ccccn1CC	?	4.2%	-2.9%
COc1ccccc1N1CCN(c2ncnc3c2nnn3C)CC1	?	5.2%	-3.4%
Cc1cc(Cl)c(S(=O)(=O)N2CCCC2)cc1OCC(N)=O	-3.1%	-2.7%	-1.0%
Cc1cc(=O)n(CC=C(Cl)Cl)c2ccccc12	-7.0%	-2.1%	0.6%
Cc1ccc(SCc2nc(N)nc(Nc3ccccc3C)n2)cc1C	?	1.8%	5.9%
CC(=O)/C(N=Nc1ccc(SC(F)F)cc1)=C(\C)O	6.7%	5.0%	-12.3%
C/C(=N\NC(=O)c1c(Br)cnn1C)c1ccc(NC(=O)c2ccc(F)cc2)cc1	-2.0%	-2.5%	7.5%
COc1cc(C2NC(=O)CCC2[N+](=O)[O-])c(OC)cc1Br (stereo unspecified)	1.4%	nt	-3.9%
COc1cccc(N2CCN(C(=O)c3cccc(NC(=O)c4nsc5ccccc45)c3)CC2)c1	20.6µM*	5.4%	-13.8%
CC1=C(C#N)CCC(=O)N1Cc1c(F)cccc1Cl	2.9%	0.0%	-0.1%
O=C1Nc2ccccc2C(=O)N2[C@H](c3cccc(Br)c3)[C@@H]3C(=O)N(Cc4ccccc4)C(=O)[C@@H]3[C@H]12	?	nt	-27.8%

19 of these compounds in another layout.
SMILES | DT40 TDP1 no CPT | TDP1 block | KAT2A inh
COc1ccc(CCN2C(=O)CC(C(N)=O)SC2=Nc2ccccc2)cc1OC (stereo unspecified) | ? | -7.7% | -1.4%
CCOc1ccccc1C(=O)NCC(=O)OCCOc1cccc(Cl)c1 | 9.4% | -2.2%[56.1 µM] | ?
CCOC(=O)c1[nH]c2ccccc2c1NC(=O)C(CC)CC | -18.8% | -1.2% | -4.7%
COCCCN(C(=O)c1ccc(N2CCCC2=O)cc1)c1c(N)n(Cc2ccccc2)c(=O)[nH]c1=O | -4.6% | nt | -4.6%
Cc1cc(C)c(O)c(-c2cc(C(=O)Nc3ccc(S(=O)(=O)N4CCOCC4)cc3)[nH]n2)c1 | 16.4µM* | 6.8% | -7.8%
CC(C)N(Cc1nc(-c2ccc(Cl)cc2)no1)Cc1nccn1C | 16.4µM* | -8.2% | -9.2%
O=C(Cn1nnc(-c2ccc(S(=O)(=O)N3CCCC3)cc2)n1)NCC1CCCO1 (stereo unspecified) | -0.4% | 2.2% | -3.1%[0.501 µM]
CN(C)CCCNC(=O)C1(O)c2cc(Br)ccc2NC(=O)N1c1c(F)cccc1F (stereo unspecified) | -1.0% | nt | 6.4%
C=CCNC(=S)/N=c1/ccccn1CC | ? | 4.2% | -2.9%
COc1ccccc1N1CCN(c2ncnc3c2nnn3C)CC1 | ? | 5.2% | -3.4%
Cc1cc(Cl)c(S(=O)(=O)N2CCCC2)cc1OCC(N)=O | -3.1% | -2.7% | -1.0%
Cc1cc(=O)n(CC=C(Cl)Cl)c2ccccc12 | -7.0% | -2.1% | 0.6%
Cc1ccc(SCc2nc(N)nc(Nc3ccccc3C)n2)cc1C | ? | 1.8% | 5.9%
CC(=O)/C(N=Nc1ccc(SC(F)F)cc1)=C(\C)O | 6.7% | 5.0% | -12.3%
C/C(=N\NC(=O)c1c(Br)cnn1C)c1ccc(NC(=O)c2ccc(F)cc2)cc1 | -2.0% | -2.5% | 7.5%
COc1cc(C2NC(=O)CCC2[N+](=O)[O-])c(OC)cc1Br (stereo unspecified) | 1.4% | nt | -3.9%
COc1cccc(N2CCN(C(=O)c3cccc(NC(=O)c4nsc5ccccc45)c3)CC2)c1 | 20.6µM* | 5.4% | -13.8%
CC1=C(C#N)CCC(=O)N1Cc1c(F)cccc1Cl | 2.9% | 0.0% | -0.1%
O=C1Nc2ccccc2C(=O)N2[C@H](c3cccc(Br)c3)[C@@H]3C(=O)N(Cc4ccccc4)C(=O)[C@@H]3[C@H]12 | ? | nt | -27.8%

Additional structures.
SMILES	DT40 TDP1 no CPT	TDP1 block	KAT2A inh
S=C(N/N=C/c1ccc(Cl)c(Cl)c1)Nc1ccccc1Cl	?	8.2%	-5.6%
Cc1nnc(-c2ccc(N3CCOCC3)c([N+](=O)[O-])c2)o1	-28.4%	0.6%[56.1 µM]	-11.3%
O=C(NCCOc1ccccc1Cl)C(=O)NCCOc1ccccc1Cl	-24.4%	0.0%	-2.0%
O=C(C[n+]1ccc2ccccc2c1)c1ccccc1	-6.3%	7.6%	-3.7%
C/C(=N\OCC(=O)Nn1c(=O)[nH]c2ccccc2c1=O)c1ccccc1	?	3.5%	-6.2%
C=CCSc1nc(O)c(CC)c(=O)n1C(C)CC (stereo unspecified)	2.6%	2.0%	-3.2%
CCCCc1ccc(Nc2nc(N3CCOCC3)nc(N3CCOCC3)n2)cc1	?	7.9%	-15.8%
Cc1cccc(C)c1NC(=O)c1oc2c(c1C)-c1nn(Cc3ccccc3)cc1CC2	14.6µM*	5.2%	1.5%
CCOC(=O)C1CCCN(Cc2ccccc2Cl)C1 (stereo unspecified)	-1.8%	-11.6%	-0.4%
CCCCNC(=O)OCC(CC)NC(=O)OC(C)C (stereo unspecified)	-0.7%	1.9%	-2.7%
CCOC(=O)C1CCN(C(=O)c2cccc(C(=O)N3CCC(C(=O)OCC)CC3)c2)CC1	-0.8%	-1.0%	-1.1%
CC1CN(C(=O)N2CCC(C(=O)NCCCc3ccccc3)CC2)c2ccccc2O1 (stereo unspecified)	?	-2.6%	-2.8%
CC1=C(c2ccc(Cl)cc2)S(=O)(=O)N=C1N1CCN(c2cc(C)ccc2C)CC1	?	8.6%	-9.3%
Cc1ccc(-c2nnc(N3CCCCC3)c3ccccc23)cc1	23.1µM*	nt	-3.2%
O=C1c2ccccc2NC(c2ccccc2)N1NS(=O)(=O)c1ccccc1 (stereo unspecified)	-4.5%	4.6%	0.5%
Cc1ccc(C)c(N2CCN(c3nc4ccc(C(=O)c5ccccc5)cc4n4cnnc34)CC2)c1	?	5.0%	-4.9%
C/C(=N\O)c1ccc2[nH]ccc2c1	8.5%	0.0%	-2.3%
NS(=O)(=O)c1ccc(NC(=S)N2CCCC2)cc1	17.6%	1.5%	-6.5%
CC(C)(C)c1cc(CCC(=O)N2CCNCC2)c(C(C)(C)C)cc1O	?	1.1%	-15.2%
c1csc(C2=Nn3c(nnc3-c3ccncc3)SC2)c1	14.6µM*	3.8%	-6.9%
O=c1c2cn[nH]c2nc(SCc2ccccc2F)n1-c1ccc(Br)cc1	?	7.9%	-6.3%
CCCN1CCC(=NNC(=O)CSc2cc(C)c(Br)cc2C)CC1	-0.7%	2.7%	3.5%
O=C(COc1ccccc1[N+](=O)[O-])N1CCC(c2nc3ccccc3o2)CC1	18.4µM*	0.5%	-17.7%
Cn1c(SCC(=O)N/N=C/c2ccccn2)nnc1-c1ccccc1	0.5%	0.0%	1.1%
CCOC(=O)c1c(C)nc2ccc(C)cn12	?	-0.9%	1.3%
CSc1nc(NC(C)(C)C)nc(N2CCOCC2)n1	?	-2.4%	-3.4%
COc1ccc(C(C)=O)cc1CSc1nc2ccccc2c(=O)n1-c1ccccc1C	20.6µM*	5.3%	-5.8%
Cc1cc(Cl)ccc1OCCCC(=O)NNC(=O)c1ccncc1	2.5%	0.4%	1.2%
Nc1ccc(O)c(-c2nc3ccccc3s2)c1	16.4µM*	?	-9.7%
C/C(=N\O)C1/C(=N/O)CC2C1C2(C)C (stereo unspecified)	0.0%	0.0%	-4.0%
CCN(CC)CCCNc1nc(CN2CCOCC2)nc2sc3c(c12)CCC3	0.7%	6.9%	-5.9%
O=C(NCc1cccnc1)Nc1ccc(Br)cc1	12.5%	5.2%[56.1 µM]	3.0%
Clc1ccc(-n2ncc3c(NCc4ccccn4)ncnc32)cc1	3.1%	5.9%	1.6%
COc1ccccc1CCNC(=O)c1nc(-c2cccs2)no1	-19.7%	-2.7%	3.5%
COc1cccc(CNc2ccc3c(c2)ncn3C(C)C)c1OC	?	6.1%	-7.0%
O=C(NC1CCCCCCC1)C1CCCN(S(=O)(=O)c2cnc[nH]2)C1 (stereo unspecified)	-25.0%	3.9%	1.8%
CC(=O)c1ccc(N2CCN(S(=O)(=O)c3ccc4[nH]c5c(c4c3)CCCCC5)CC2)cc1	nt	4.2%	10.1%
COc1ccc(Cl)cc1C(=O)NNC(=O)CSc1nncn1C	-0.4%	-2.1%	-2.0%
O=C(O)COc1ccc(/C=N/NC(=O)c2cn(-c3ccccc3)nc2-c2ccccc2)cc1	?	-1.9%	-5.6%
COc1cccc(CNC(=O)CSc2ccc(-c3ccccn3)nn2)c1	-11.8%	10.5%	-12.8%
